Bioassay records (PubChem BioAssay)
proKLK7 act = proKLK7 (human) activation, primary screen | purified proKLK7, EDANS-DABCYL substrate fluorescence; 100% is mature enzyme control, 0% vehicle | activation, % at 7 µM | hit rate 0.9% among 370,000 | AID 652039;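 active = activation above the mean of all tested compounds plus 3 SD, computed per campaign excluding outliers beyond control limits, cut at about 13% in these data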
Target sequence (P49862 whole entry, looked up): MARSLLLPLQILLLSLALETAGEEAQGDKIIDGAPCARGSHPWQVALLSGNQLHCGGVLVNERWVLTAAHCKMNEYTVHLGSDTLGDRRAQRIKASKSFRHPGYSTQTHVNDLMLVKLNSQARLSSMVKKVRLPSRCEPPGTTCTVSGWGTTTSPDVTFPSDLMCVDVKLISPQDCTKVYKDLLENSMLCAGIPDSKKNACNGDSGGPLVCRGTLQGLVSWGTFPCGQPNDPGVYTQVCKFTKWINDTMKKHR
hgDAF12 agonist = activates the H. glycines DAF-12 receptor ligand-binding domain | HEK293 GAL4-hgDAF12 UAS-luciferase reporter, agonist luminescence; normalized to butyrate control | activation, % at 6.8 µM | hit rate 1.8% among 370,000 | AID 687014;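 active = activation above a cutoff set at the mean of all screened compounds plus 3 SD, cut at about 10% in these data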;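 note: 0% = DMSO wells and 100% = sodium butyrate wells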
HGIII-sPLA2 inh = Blocks human group III sPLA2 activity. inhibition, % at 12.2 µM. hit rate 0.56% among 370,000. QFRET BODIPY PC-A2 liposome hydrolysis, fluorescence. Q9NZ20;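 active = inhibition above mean plus 3 SD of compounds lying within the high and low control bounds, cut at about 19% in these data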;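 note: 0% = median of test compound wells and 100% = no enzyme DMSO wells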
Target sequence (Q9NZ20 whole entry, looked up): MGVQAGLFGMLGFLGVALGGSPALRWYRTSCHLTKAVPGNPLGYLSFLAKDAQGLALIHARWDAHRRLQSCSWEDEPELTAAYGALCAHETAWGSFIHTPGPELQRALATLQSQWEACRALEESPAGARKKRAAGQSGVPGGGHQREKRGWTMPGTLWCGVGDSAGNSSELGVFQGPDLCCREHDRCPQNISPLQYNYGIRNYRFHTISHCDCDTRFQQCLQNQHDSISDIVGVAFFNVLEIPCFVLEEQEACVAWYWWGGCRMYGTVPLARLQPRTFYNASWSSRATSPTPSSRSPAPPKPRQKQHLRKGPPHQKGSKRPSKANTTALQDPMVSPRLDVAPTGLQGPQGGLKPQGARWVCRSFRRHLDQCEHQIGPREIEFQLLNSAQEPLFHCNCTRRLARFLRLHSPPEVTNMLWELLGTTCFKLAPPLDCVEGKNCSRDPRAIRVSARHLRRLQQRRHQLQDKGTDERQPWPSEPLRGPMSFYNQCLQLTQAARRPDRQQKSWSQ
hcDAF-12 act = H. contortus DAF-12 activation, primary screen; HEK293 hcDAF-12 lit1-tk-luc reporter, luminescence; 0% DMSO, 100% Δ7-dafachronic acid; activation, % at 6.8 µM; hit rate 1.4% among 370,000; AID 652067;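 active = activation above the mean of all tested compounds plus 3 SD, cut at about 5.5% in these data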;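 note: 100% = response to 3 µM Δ7-dafachronic acid high control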
SMARCA2 act = SMARCA2 function activation, primary screen | activation, % at 9.1 µM | MG213 cells, MMTV-luciferase reporter, dexamethasone, overnight | hit rate 1% among 370,000; in the data active = activation above about 7.8%;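 note: 0% = vehicle wells and 100% = reference activator wells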
DAX1 inh-1 = DAX1 (NR0B1) inhibition, primary screen | inhibition, % at 6.8 µM | hit rate 1.1% among 370,000 | HEK293T StAR-luciferase reporter, SF-1/DAX-1 repression relief | AID 652010;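 active = inhibition above the mean over all tested compounds plus 3 SD, cut at about 3.6% in these data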;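 note: 0% = DAX-1 cells with DMSO and 100% = cells lacking DAX-1 with DMSO; higher inhibition means more luminescence from relief of DAX-1 repression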
DAX1 inh-2 = inhibits human nuclear receptor DAX1; AID 504766; inhibition, % at 6.75 µM; HEK293 Gal4-DAX1 luciferase reporter, luminescence; hit rate 0.99% among 340,000; P51843;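 active = inhibition above the mean over all tested compounds plus 3 SD, cut at about 4.2% in these data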;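 note: 0% = DAX1-transfected cells with DMSO and 100% = empty-vector control cells with DMSO; inhibition shows as a rise in luminescence from relieved DAX1 repression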
Target sequence (P51843 207-470 limits assumed): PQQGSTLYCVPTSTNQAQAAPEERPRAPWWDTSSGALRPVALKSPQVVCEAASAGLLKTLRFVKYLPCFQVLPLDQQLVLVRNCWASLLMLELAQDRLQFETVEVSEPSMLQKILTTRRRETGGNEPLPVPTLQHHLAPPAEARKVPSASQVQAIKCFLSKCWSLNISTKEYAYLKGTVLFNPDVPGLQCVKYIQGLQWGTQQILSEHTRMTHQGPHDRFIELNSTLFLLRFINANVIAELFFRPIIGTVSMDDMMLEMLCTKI
GAA850 FXN act = frataxin GAA850 promoter activation. HEK293 lucGAA850 FXN promoter luciferase reporter, 24 h; percent of 10 µM SAHA response. activation, % at 6 µM. hit rate 0.56% among 360,000;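 active = activation above the average of all compounds screened plus 3 SD, cutoff fixed separately per campaign, cut at about 7.5% in these data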;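 note: 0% = DMSO wells and 100% = 10 µM SAHA wells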
NPR2 activator = GC-B (human) receptor activation. hit rate 0.11% among 370,000. activation, % at 10 µM. HEK293-GC-B cells, CNP EC30, cGMP TR-FRET; 0% at EC30 CNP, 100% saturating CNP. P20594;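 active = activation at 10 µM reaching about 35% in either raw or pattern-adjusted values, limit read from the data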
ssDAF-12 act = activates DAF-12 receptor from parasite S. stercoralis; HEK293 ssDAF-12/GRIP1 lit1-tk-luc reporter, luminescence; % of 3 µM dafachronic acid response; activation, % at 6.8 µM; hit rate 1% among 370,000;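 active = activation above the mean over all tested compounds plus 3 SD, cut at about 0.9% in these data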;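 note: 0% = DMSO-only wells and 100% = 3 µM delta7-dafachronic acid wells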
GC-A act = GC-A (human) enzyme activation. P16066. HEK293 GC-A cells, cGMP TR-FRET, EC30 ANP; 0% at EC30 ANP, 100% saturating ANP. activation, % at 10 µM. hit rate 0.14% among 370,000; in the data active = activation above about 40%
The depositor's hits bear a star; · = not tested or not shown.

SMILES | proKLK7 act | hgDAF12 agonist | HGIII-sPLA2 inh | hcDAF-12 act | SMARCA2 act | DAX1 inh-1 | DAX1 inh-2 | GAA850 FXN act | NPR2 activator | ssDAF-12 act | GC-A act
COc1cccc(CNCCc2c[nH]c3ccccc23)c1OCc1ccccc1 | 1.3 | -0.5 | -8 | -0.1 | -1 | -1.4 | -1.4 | -1.4 | -17 | -1.4 | -35
Cc1ccc(NC(=O)CCNC(=O)c2ccco2)cc1Cl | -1.1 | 1.1 | -7 | 0.2 | 0 | 0.3 | 0.6 | 0.7 | 0 | -0.6 | 1
CC(=O)c1ccc(NC(=O)CN2C(=O)NC3(CCc4ccccc43)C2=O)cc1 (stereo unspecified) | 0.9 | 3.2 | 9 | 0.1 | 1 | -2.4 | 0.8 | 1.5 | -4 | -0.5 | 1
COc1ccccc1OCCC(=O)OCC(=O)Nc1ccc2c(c1)OCO2 | 0.3 | -0.1 | -4 | 0.1 | 0 | -0.1 | -0.2 | -1.4 | 4 | -1.0 | -1
O=C(O)CSc1nnc(-c2cc3ccccc3o2)n1-c1ccccc1 | -0.3 | -0.3 | -7 | -0.3 | 1 | -0.2 | 1.5 | -0.2 | 4 | -0.8 | 2
CC(C)=C1CCC(C)CC1=NNC(N)=S (stereo unspecified) | 0.4 | 1.1 | 13 | 0.1 | 1 | -3.4 | 0.8 | -0.6 | 5 | -0.8 | 2
O=C(NNC(=O)c1ccc(F)c(S(=O)(=O)N2CCOCC2)c1)c1ccc(Br)cc1 | 0.5 | 0.1 | -4 | -0.9 | -1 | -1.0 | -1.3 | 0.6 | 1 | -1.5 | -4
O=C(NC(=S)N1CC=CCC1)c1ccccc1 | 0.2 | 1.7 | 3 | -0.6 | 0 | 0.9 | 1.6 | 0.5 | 5 | -0.8 | 2
CON(C)C(=O)CC(CN(Cc1ccccc1)C(=O)OC(C)(C)C)c1ccc(Cl)cc1 (stereo unspecified) | -0.2 | 1.7 | -9 | -2.3 | -4 | -1.4 | 2.0 | 2.5 | -14 | -1.3 | -31
Cc1ccc(C)c(C(=O)OCC(=O)Nc2cccc(S(=O)(=O)N3CCCCC3)c2)c1 | -0.3 | -4.3 | -29 | -4.0 | -4 | -5.3 | -1.6 | 0.0 | -4 | -2.5 | 0

Sorted by heavy-atom count (falling): some entries from above.
SMILES | proKLK7 act | hgDAF12 agonist | HGIII-sPLA2 inh | hcDAF-12 act | SMARCA2 act | DAX1 inh-1 | DAX1 inh-2 | GAA850 FXN act | NPR2 activator | ssDAF-12 act | GC-A act
CON(C)C(=O)CC(CN(Cc1ccccc1)C(=O)OC(C)(C)C)c1ccc(Cl)cc1 (stereo unspecified) | -0.2 | 1.7 | -9 | -2.3 | -4 | -1.4 | 2.0 | 2.5 | -14 | -1.3 | -31
Cc1ccc(C)c(C(=O)OCC(=O)Nc2cccc(S(=O)(=O)N3CCCCC3)c2)c1 | -0.3 | -4.3 | -29 | -4.0 | -4 | -5.3 | -1.6 | 0.0 | -4 | -2.5 | 0
COc1cccc(CNCCc2c[nH]c3ccccc23)c1OCc1ccccc1 | 1.3 | -0.5 | -8 | -0.1 | -1 | -1.4 | -1.4 | -1.4 | -17 | -1.4 | -35
COc1ccccc1OCCC(=O)OCC(=O)Nc1ccc2c(c1)OCO2 | 0.3 | -0.1 | -4 | 0.1 | 0 | -0.1 | -0.2 | -1.4 | 4 | -1.0 | -1
O=C(NC(=S)N1CC=CCC1)c1ccccc1 | 0.2 | 1.7 | 3 | -0.6 | 0 | 0.9 | 1.6 | 0.5 | 5 | -0.8 | 2
CC(C)=C1CCC(C)CC1=NNC(N)=S (stereo unspecified) | 0.4 | 1.1 | 13 | 0.1 | 1 | -3.4 | 0.8 | -0.6 | 5 | -0.8 | 2

The list continues:
SMILES | proKLK7 act | hgDAF12 agonist | HGIII-sPLA2 inh | hcDAF-12 act | SMARCA2 act | DAX1 inh-1 | DAX1 inh-2 | GAA850 FXN act | NPR2 activator | ssDAF-12 act | GC-A act
Cc1c(Cl)cccc1NC(=O)Nc1ccn(C)n1 | 0.2 | -1.8 | -6 | -1.6 | 0 | 0.3 | 0.7 | -0.9 | -5 | -1.4 | -2
CC(C)(C)c1ccc(S(=O)(=O)N2CCN(C(=O)C3=COCCO3)CC2)cc1 | -0.1 | -1.9 | -39 | -2.5 | 0 | -2.3 | 0.0 | -1.1 | -1 | -0.7 | -1
CC1CCN(C(=O)c2[nH]cnc2C(=O)Nc2ccon2)CC1 | 0.1 | -0.9 | 7 | -2.5 | 3 | 0.3 | 0.5 | 1.9 | 10 | -1.5 | 4
Cn1cccc1C1CCCN1CC(=O)Nc1ccc(F)c(F)c1F (stereo unspecified) | -0.5 | -1.4 | -4 | -1.5 | -2 | -1.3 | -0.8 | 0.5 | 1 | -1.5 | 0
CCOc1cc(Cl)c(CNCCCN2CCOCC2)cc1OC | -0.5 | -0.3 | 4 | -1.2 | 1 | 0.3 | 0.8 | 3.2 | 0 | -1.3 | 2
COc1ccc(CCNC(=O)Cc2cc(OC)c(OC)cc2[N+](=O)[O-])cc1OC | -0.5 | -3.0 | 3 | -1.0 | 0 | -0.5 | -0.5 | -0.3 | 7 | -0.9 | 1
O=C(NC1CCCc2c1cnn2-c1cc(F)cc(F)c1)c1cc[n+]([O-])cc1 (stereo unspecified) | 0.2 | -1.8 | -1 | -2.1 | -2 | -0.8 | 1.1 | 1.0 | 6 | -1.1 | 2
Oc1ccc(CN2CCC(Cc3ccccc3)CC2)c2cccnc12 | 0.4 | -6.0 | 6 | -0.6 | 0 | 0.1 | · | · | -2 | -1.1 | 1
CSc1ccccc1C(=O)NCCSC(C)(C)C | 0.5 | 1.3 | -1 | 1.2 | 2 | 0.6 | 0.9 | -1.1 | 7 | -1.5 | 1
Cc1ccc(S(=O)(=O)N2CCN(S(=O)(=O)c3ccc(C)cc3)C2c2ccccc2)cc1 | 0.1 | 2.3 | -19 | -0.2 | -2 | -0.7 | -0.8 | 8.3* | 1 | -0.5 | -1
CN1CCC(N(C)C(=O)CNC(=O)c2ccc(C(C)(C)C)cc2)CC1 | -0.3 | 1.6 | -13 | -1.1 | 0 | -0.1 | -1.0 | 0.1 | 2 | -0.5 | -1
COc1ccc(NC(=O)Cn2nnc(C(=O)NCc3ccc(C)cc3)c2N)cc1OC | 0.2 | -0.2 | -8 | -0.2 | 1 | -0.6 | 0.7 | 0.9 | 1 | -1.0 | -1
Cc1nn(C(C)C(=O)NCCc2cccs2)c(=O)c2nn(-c3ccccc3)c(C)c12 (stereo unspecified) | -0.2 | -1.7 | 0 | -2.3 | 0 | 0.3 | 0.4 | -0.2 | -1 | -1.5 | -2
N=c1n(Cc2ccc(Cl)cc2)c2ccccc2n1CC(O)c1ccco1 (stereo unspecified) | -1.2 | -3.6 | 0 | -2.5 | -1 | -1.2 | 0.1 | -5.2 | -11 | -1.1 | -22
O=C(Nc1cccc2[nH]c([C@H]3C[C@H](O)[C@@H](CO)O3)nc12)NC(c1ccccc1)c1ccccc1 | -0.3 | -2.1 | -8 | -2.3 | -1 | -0.6 | · | -0.4 | -4 | -1.9 | -8
CC(=O)Nc1cccc(-c2ccnc3c2CC(C)(C(=O)NCc2ccncc2)O3)c1 (stereo unspecified) | 0.7 | -0.9 | 5 | -0.8 | -4 | 2.1 | · | -1.7 | -5 | -1.2 | 0
O=C(CSc1cccc2cccc(Cl)c12)NC1=NCCS1 | 0.9 | 1.9 | -7 | -0.4 | 1 | 0.4 | -1.0 | 1.9 | 0 | -0.9 | -1
COc1ccc(C(C(=O)NC2CCCCC2)N(C(=O)Cc2c[nH]c3ccccc23)c2ccccc2)cc1OC (stereo unspecified) | -0.4 | -2.0 | -106 | 0.5 | -4 | -0.3 | -1.3 | 0.1 | -16 | -1.7 | -20
CC(C)CC(=O)Nc1cccc(NC(=O)c2ccccc2Cl)c1 | -0.1 | -0.9 | -1 | -3.3 | -2 | 0.2 | 1.1 | -0.8 | 5 | -1.3 | 2
COCCn1cnc2c1c(=O)n(CC(=O)NN)c(=O)n2Cc1ccccc1 | -0.1 | -0.1 | -4 | -1.6 | -4 | -0.1 | -0.5 | 0.2 | 6 | -1.5 | 9
CC(=O)N1CCN(S(=O)(=O)c2cccc(C(=O)NC3CC3)c2)CC1 | 0.8 | 2.5 | 4 | -1.7 | -1 | -0.5 | -0.8 | 0.5 | 2 | -1.5 | -4
Cc1cccc(N(C(=O)CNC(=O)c2ccco2)C(C(=O)NC2CCCC2)c2ccncc2)c1 (stereo unspecified) | 0.3 | 0.4 | 4 | -1.1 | -4 | -0.4 | -0.3 | -0.7 | -2 | -1.3 | 1
O=C(CCc1ccccc1)N1CCN(c2ccccc2F)CC1 | 0.3 | 1.8 | -1 | -1.4 | -2 | 0.4 | 0.9 | 1.1 | 1 | -1.5 | -3
O=C(COc1ccccc1)Nc1ccc(S(=O)(=O)Nc2ccccn2)cc1 | 0.2 | -2.3 | -7 | -0.2 | -2 | -0.3 | 0.6 | 0.9 | -6 | -1.0 | -6
CC1CCCC/C1=N\NC(=S)Nc1ccccc1 (stereo unspecified) | -0.7 | 6.2 | 1 | 0.7 | 3 | 1.4 | 2.6 | 4.1 | 5 | -0.3 | -5
Cc1ccc(OCC(O)Cn2c3ccccc3c3ccccc32)cc1 (stereo unspecified) | -0.3 | -0.2 | -27 | -1.8 | -3 | -0.7 | -0.5 | 0.9 | -6 | -1.9 | -1
CCCCOCCCNC(=O)C[C@@H]1C[C@@]2(C(=O)OC)CCCCC=C2N(Cc2ccccc2)C1=O | 0.0 | -1.0 | -13 | -0.8 | -4 | -1.0 | · | · | 1 | -0.9 | -1
COc1ccccc1C(=O)N1CCNC(=O)C1CC(=O)Nc1ccc(Cl)cc1 (stereo unspecified) | 0.3 | -0.3 | 3 | -1.0 | 0 | 0.3 | 1.1 | -2.2 | -6 | -0.8 | -2
O=C(Nc1ccc(O)cc1C(=O)O)c1ccc2c(c1)C(=O)N(Cc1ccco1)C2=O | 0.5 | -0.8 | -12 | -2.5 | 0 | 0.3 | -0.8 | -0.8 | -4 | -1.4 | -2
O=C(COC(=O)c1ccc(-n2cnnn2)cc1)c1ccc(Br)cc1 | -0.6 | 8.0 | -14 | -0.7 | 2 | 3.0 | 2.7 | 3.5 | 2 | -1.1 | 2
COc1ccccc1C1NC(=O)CCC1[N+](=O)[O-] (stereo unspecified) | -0.2 | -0.2 | 3 | -1.1 | -2 | -0.1 | -0.3 | -1.4 | 2 | -0.9 | 0
COc1ccc(S(=O)(=O)NCCOc2ccccc2)cc1F | 0.5 | -3.8 | -3 | 0.8 | -4 | 1.9 | 0.3 | 2.3 | 1 | -1.0 | -2
COc1ccc(-n2nnnc2C(C2CC2)N2CCN(C/C=C/c3ccccc3)CC2)cc1 (stereo unspecified) | 1.5 | -2.6 | -27 | -0.6 | -5 | -2.1 | · | · | -5 | -0.4 | 2
COc1ccc(C2OC[C@H]3O[C@H](O)[C@H](NC(C)=O)[C@@H](O)[C@@H]3O2)cc1 (stereo partly specified) | 0.1 | -0.7 | 6 | -2.0 | -3 | -0.2 | -0.8 | 3.5 | 5 | -1.1 | 6
CNc1ccncc1S(=O)(=O)NC | 0.5 | 1.8 | 9 | -0.2 | -2 | -0.3 | 0.4 | 0.2 | 3 | -0.4 | 2
